KLF5 inh: kruppel-like factor 5 inhibition; DLD-1 KLF5 promoter-luciferase reporter, luminescence; hit rate 0.23% among 290,000; inhibition, % at 5 µM; AID 1700;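 active means inhibition above a per-plate limit of that plate's mean compound inhibition plus 3 SD, cut at about 60% in these data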;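 further: 0% = DMSO wells and 100% = LY294002 at 200 µM; higher means less KLF5 promoter-driven luciferase light; inactives centre near -14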
HDAC3 inhib: human HDAC3 inhibition. O15379. recombinant HDAC3, fluorogenic peptide/trypsin coupled, fluorescence. inhibition, % at 8.3 µM. hit rate 0.15% among 320,000; in the data active means inhibition above about 26%, passing the limit was not always enough
Target sequence (O15379 whole entry, looked up): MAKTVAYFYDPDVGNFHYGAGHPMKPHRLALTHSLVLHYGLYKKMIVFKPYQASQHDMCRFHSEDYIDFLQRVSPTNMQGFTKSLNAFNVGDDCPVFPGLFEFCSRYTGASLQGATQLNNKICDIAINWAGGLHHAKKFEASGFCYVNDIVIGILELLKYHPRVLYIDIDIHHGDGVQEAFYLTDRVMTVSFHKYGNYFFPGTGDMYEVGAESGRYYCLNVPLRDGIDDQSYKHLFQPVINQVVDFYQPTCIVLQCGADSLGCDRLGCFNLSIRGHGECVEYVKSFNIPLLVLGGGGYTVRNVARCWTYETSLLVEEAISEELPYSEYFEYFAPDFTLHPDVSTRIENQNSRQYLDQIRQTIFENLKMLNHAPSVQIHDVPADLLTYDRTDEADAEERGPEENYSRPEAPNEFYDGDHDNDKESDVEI
HSP90 inh: inhibitors of HSP90 luciferase refolding in rabbit reticulocyte lysate. hit rate 0.91% among 290,000. luciferase refolding luminescence, 3 h. inhibition, % at 5.6 µM;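 active means inhibition above the screen-wide mean plus 3 SD, computed separately per campaign, cut at about 16% in these data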;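 further: 0% = DMSO wells and 100% = 60 µM geldanamycin wells; inhibitors lower the luminescence because luciferase stays unfolded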
IEC-6 cytotox: kills IEC-6 intestinal cells in KLF5 counter-screen; IEC-6 cytotoxicity, luminescence viability; inhibition, % at 5 µM; hit rate 0.78% among 290,000; AID 1825; in the data active means inhibition above about 22%;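 further: 0% = plate median of test compound wells and 100% = cytotoxic reference compound wells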
aSyn 5UTR inh: 5' untranslated region of α-synuclein, MLPCN primary screen; alpha-synuclein 5'UTR reporter, inhibitor activity; inhibition, % (tested at 7.5 µM); hit rate 0.82% among 300,000; AID 1813; in the data active means inhibition above about 60%;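 further: H4 neuroglioblastoma cells stably carrying SNCA 5'UTR luciferase fusion; 0% = DMSO wells and 100% = positive control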
Platelet DG rel: platelet dense granule release activity | inhibition, %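 (compounds screened at 7.5 µM in platelet-rich plasma)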 | hit rate 0.22% among 300,000 | human platelet-rich plasma, SFLLRN dense granule ATP release, luminescence | AID 1663;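 active means mean replicate score, as percent of positive control, at or above 50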
HSF1 inhib: HSF1 inhibition. activity change, negative = inhibition, % at 7.5 µM (by protocol). hit rate 0.77% among 300,000. NIH3T3-HGL HSE-luciferase, MG132-induced, luminescence 8 h; hits give low values;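 active means more than half of replicate wells show activity change below -50%, luminescence cut by over half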;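 further: luciferase reports HSF-1 transcriptional activity via heat shock element; 0% = median of DMSO wells and -100% = zero luminescence signal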
HSF1 activator: increases HSF-1 driven luciferase reporter signal; NIH3T3-HGL HSF-1 luciferase reporter, MG132, 8 h; 100% = twice DMSO control signal; activation, % at 9 µM; hit rate 1.7% among 300,000; AID 504408;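 active means mean replicate activation of at least 50% with a set share of replicates each reaching 50%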;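 further: 0% = median of the neutral control wells and 100% = twice that signal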
AI-2 QS modul: Vibrio harveyi AI-2 quorum sensing modulation. Vibrio harveyi JMH597 AI-2 luminescence/OD600 ratio, 9 h; hits give low values; strain lacks LuxN and CqsS sensors; 0 = neutral-control median. activity change, % at 7.5 µM. hit rate 0.4% among 300,000. AID 2094; in the data active means activity change below about -75%, passing the limit was not always enough;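 further: luminescence divided by OD600 gain over 9 h not by final OD600 alone; inactives centre near 13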
HIF activator: HIF pathway transcriptional activation | U2OS HRE-luciferase reporter, luminescence; normalized: DMSO 0%, desferrioxamine 100% | activation, % at 7.5 µM (by protocol) | hit rate 0.32% among 300,000 | AID 1910;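 active means mean activation of at least 10% of the iron chelator positive control signal, with at least half of replicates also reaching 10%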
* hit, by the source's call; x = no result given.

Structure,HDAC3 inhib,HIF activator,KLF5 inh,AI-2 QS modul,Platelet DG rel,HSP90 inh,aSyn 5UTR inh,HSF1 activator,HSF1 inhib,IEC-6 cytotox
CC(C)Oc1ccc(CCC(=O)NNC(=O)c2ccccc2C(=O)O)cc1,-3,-37,-4,26,-1,0,-4,-3,-2,1
COC(=O)CC1C(=O)NCCN1C(=O)c1cc(OC)c(OC)cc1OC (centres undefined),1,-1.7,-27,3,15,2,-11,5,-3,1
O=c1c(C=NCCN2CCNCC2)c(-c2ccccc2)[nH]n1-c1ccc([N+](=O)[O-])cc1,7,1.4,-148,23,15,-2,-94,44,4,0
COc1ccc(C2CC(c3ccc(OC)c(OC)c3)=NN2S(C)(=O)=O)cc1 (centres undefined),2,2.3,-149,21,2,1,-169,29,18,4
O=C(Nc1ccc(N2CCN(Cc3ccccc3)CC2)cc1)c1ccco1,-4,1.5,-35,8,-5,-5,-86,28,6,-4
COc1ccc(CCNS(=O)(=O)c2ccccc2[N+](=O)[O-])cc1OC,10,0.7,-16,22,0,1,1,-7,-6,-2
O=C(O)c1ccccc1OCCOc1ccccc1,6,0.4,-17,28,0,0,-11,-8,3,-1
COc1cccc(CNC(=O)CCc2nc3cc(S(=O)(=O)N4CCOCC4)ccc3n2C)c1,5,-0.2,x,14,-11,x,-10,-2,1,x
CCCN(CCC)C(=O)CSc1nc2ccccc2c(=O)n1C1CCCC1,11,-0.3,-37,17,1,-3,2,4,-1,1
C=CCNC(=S)NNC(=O)C(CCC(C)C)CC(C)(C)O (centres undefined),4,0.2,-34,0,-7,4,10,12,-1,2
CCOC(=O)CSc1nc2ccccc2c(=O)n1CC1CCCC1,0,-0.8,-13,16,-28,-3,12,5,5,-4
Cc1cc2ncc(C(=O)N=CN(C)C)cn2n1,4,0.0,-10,-1,-2,2,14,9,-11,0
CCC(=O)c1ccc(N2CCN(C(=O)Cc3ccccc3)CC2)c(F)c1,-3,-0.7,16,31,-13,0,-12,-11,2,1
Cc1cnc(NC(=O)CSc2nc3ccccc3c(=O)[nH]2)s1,2,-0.3,-20,14,2,1,12,-7,-2,0
O=C(O)c1cc2nc3c(c(C(F)(F)F)n2n1)CCCC3,0,-0.3,-13,39,-4,-5,-25,-1,4,-8
CCc1nnc(NS(=O)(=O)c2ccc(NC(=O)c3cccc(Br)c3)cc2)s1,3,-0.5,-16,-1,7,-1,28,24,3,0
CCOC(=O)N1CCN(S(=O)(=O)c2ccc(Cl)cc2)CC1,6,-2.1,-36,17,-2,3,14,-4,-5,-3
O=C(Oc1c(-c2ccco2)oc2ccccc2c1=O)c1cccnc1,3,0.0,-17,34,-4,-4,-34,8,-2,-1
COc1ccc(S(=O)(=O)N2CCOC2CNC(=O)C(=O)NCc2ccc(F)cc2)cc1 (centres undefined),4,-0.2,-17,-5,13,-3,6,8,1,4
CCCn1c(=O)c(/C(N)=N/O)nn(-c2cccc(C(F)(F)F)c2)c1=O,1,0.2,-19,19,5,5,19,-1,-8,4
COc1ccc(C)cc1NC(=O)C1COc2ccccc2O1 (centres undefined),-3,3.3,-25,-6,-1,-4,-67,-1,8,0
O=C1C=C(O)c2c(O)cc(O)c(O)c2C1=O,3,-0.5,x,54,1,x,21,-8,-2,x
Cn1cnnc1SCC(=O)NCCC(c1ccccc1)c1ccccc1,1,-0.1,-36,23,-11,-4,-9,-11,0,-3
O=C(NCc1ccco1)C1CC(=O)N(c2ccc(O)cc2)C1 (centres undefined),-2,0.6,-2,1,-1,4,-3,14,5,-3
O=P(Cc1ccccc1)(c1ccccc1)c1ccccc1,-1,0.1,-18,12,-6,4,-23,46,8,11
CCOC(=O)c1cnc(-n2nc(C)cc2C)nc1NCc1ccc2c(c1)OCO2,-2,0.0,-3,25,1,-3,7,15,12,-2
CCc1onc(C)c1C(=O)Nc1ccc2c(c1)OCO2,0,-0.8,-16,10,-1,1,-21,1,1,-2
COC(=O)N1CC=CC1(C)C(=O)NCc1cc(F)cc(C(F)(F)F)c1 (centres undefined),-2,-2.9,-9,10,0,1,-2,5,5,1
CCn1c(SCC(=O)N2CCCCC2)nc2c1c(=O)n(C)c(=O)n2C,6,-0.3,21,12,0,5,24,-4,-1,6
O=C(N/C=C/n1cnc2cc(C(F)(F)F)ccc21)c1ccccc1F,6,0.2,-4,40,-2,2,-15,44,18,4
O=C(O)COCC(=O)Nc1ccc(OCCc2ccccc2)cc1,0,1.3,-7,7,-7,3,-22,-9,-7,-1
CCOC(=O)c1cn(CC)c2cc(F)c(F)cc2c1=O,3,-0.4,-25,4,-11,4,4,-12,-5,4
Cc1ccc(NS(=O)(=O)c2cc(C(=O)Nc3cccc([N+](=O)[O-])c3)ccc2C)cc1,12,-0.1,-11,21,1,-3,17,19,6,0
CC1=Nc2cc(Cl)ccc2Oc2ccccc21,3,0.5,14,11,0,3,8,-7,-2,-4
O=C(CCNS(=O)(=O)c1ccccc1C(F)(F)F)N1CCN(S(=O)(=O)c2cccc(Cl)c2)CC1,3,-0.2,x,13,2,x,14,-20,-4,x
CCN1CC(CN(C)Cc2cn(-c3cccc(C)c3)nc2-c2cccc(F)c2)CC1=O (centres undefined),6,0.4,2,13,8,-1,-13,11,6,-1
O=C1CC(C(=O)Nc2ccc(Br)cc2)C2(CCCC2)O1 (centres undefined),0,-0.1,1,19,-8,0,-10,1,-4,2
CCOC(=O)c1[nH]c2ccc(F)cc2c1NC(=O)Nc1ccccc1OC,-1,0.2,-31,26,0,3,9,-1,-2,5
CC(C(=O)Nc1ccc(C(=O)O)cc1)N1C(=O)c2ccccc2C1=O (centres undefined),-1,-0.4,-18,5,-3,-1,-27,-3,-2,-1
COC(=O)c1nn(-c2ccccc2)c(=O)cc1O,-3,-1.2,-28,18,1,13,4,3,2,9
COc1ccc(/C=N/NC(=O)c2ccc3c(c2)OCO3)c(C(=O)O)c1OC,1,-9.4,-43,x,-6,-1,-3,-31,-12,1
COc1ccc(/C=C(\C)c2nc(C)c(-c3ccccc3)c(=O)[nH]2)cc1,-5,0.6,-16,24,-2,0,-19,-5,1,-6
COc1cc(NS(=O)(=O)c2ccc(NC(=S)NC(=O)c3ccco3)cc2)ncn1,-7,-0.9,-17,24,0,-2,-1,-4,1,0
CC(C)N(CCO)C(=O)CCc1nnc(CCCc2ccccc2)o1,-1,1.2,-10,14,-3,3,-14,16,9,3
CCNC(=O)Cc1ccc(NS(=O)(=O)c2ccc(F)cc2)cc1,3,0.1,-48,19,1,4,8,2,1,1
CCCCN=C(Nc1ccc(Cl)cc1)c1cccnc1,-4,-0.3,-11,8,-9,-2,0,42,10,0
COc1ccccc1NS(=O)(=O)c1cc(NC(=O)c2ccccc2F)ccc1N1CCOCC1,3,-0.3,-37,x,2,2,-7,19,11,-12
COC(=O)[C@@]1(Cc2ccc(F)cc2)[C@H]2c3cc(C(=O)N(C)C)n(Cc4c(CO)[nH]cc(C)c4=O)c3C[C@H]2CN1C(=O)c1ccccc1,4,x,-14,x,x,-2,x,x,x,-7
O=C(NCc1ccccc1)NC1CCS(=O)(=O)C1 (centres undefined),5,0.1,-10,12,4,-2,-6,-4,-9,-4
C[C@@H]1O[C@@H](O[C@H]2[C@H](Oc3cc(O)c4c(c3)OC(c3ccc(O)cc3)CC4=O)O[C@H](CO)[C@@H](O)[C@@H]2O)[C@H](O)[C@H](O)[C@H]1O (some centres undefined),-6,0.1,x,22,0,x,20,21,4,x
CC(=O)NC(CCS(C)(=O)=O)C(=O)Nc1nccs1 (centres undefined),-2,-0.3,-38,28,2,-3,4,-19,2,7
Cc1ccc(N/C(CSC(N)=O)=N/S(=O)(=O)c2ccccc2)cc1,2,0.6,-11,37,-3,0,-5,-6,-14,8
N#Cc1cccc(NC(=O)CN2CCN(Cc3ccccc3)CC2)c1,0,-0.6,-5,x,1,1,4,11,-5,5
CC1CCCN(C(C(=O)Nc2ccc3c(c2)OCO3)c2ccccc2)C1 (centres undefined),6,-0.1,x,-8,4,x,-50,10,6,x
COc1ccc(/C=C/C(=O)Nc2ccccc2C(F)(F)F)cc1,1,2.9,-83,6,-3,-4,-141,27,16,1
O=C(COc1ccc(Cl)cc1)Nc1ccc2c(c1)nc1n2CCOC1,-6,0.1,-15,1,5,-3,7,7,-3,1
COc1ccc(C)cc1NC(=O)C1CCCN(S(=O)(=O)c2cnc[nH]2)C1 (centres undefined),6,x,-43,-4,1,-2,-31,0,-2,0
Cc1nc(C)c(-c2ccccc2)c(=O)[nH]1,1,0.3,10,24,-9,-4,17,11,-2,4
COc1ccc(/C=C/C(O)=C(\C#N)c2nnc(N3CCOCC3)n2-c2ccccc2)cc1OC,4,0.5,-16,13,5,2,-18,-4,-1,7
CNC(=S)Nc1cccc(C(=O)OC)c1,5,0.2,-41,17,9,1,-91,26,8,5

Additional records
Structure,HDAC3 inhib,HIF activator,KLF5 inh,AI-2 QS modul,Platelet DG rel,HSP90 inh,aSyn 5UTR inh,HSF1 activator,HSF1 inhib,IEC-6 cytotox
CCCSc1nnc(-c2ccccc2NC(=O)CC)c(=O)[nH]1,x,0.3,-12,15,-2,1,-33,28,-1,-2
Nc1cc(S(=O)(=O)O)cc([N+](=O)[O-])c1O,3,-0.8,-8,18,8,-1,-1,5,5,-1
CCC(=O)N1CCc2cc(Br)cc(S(=O)(=O)NCCCN(C)Cc3ccccc3)c21,7,0.0,-26,11,0,-2,25,20,2,-1
CCC(Sc1nc(=O)cc(N)n1CCc1ccccc1)C(=O)Nc1ccccc1C#N (centres undefined),3,0.0,-3,32,18,3,11,15,5,-5
C/C(=N\Nc1ccc(Cl)c(C(=O)O)c1)c1ccc(N2CCOCC2)cc1,3,1.1,-61,35,-4,18*,-12,19,8,2
Cc1cc2[nH]c(=O)c(=O)[nH]c2cc1S(=O)(=O)NCc1ccccc1,-17,0.3,0,23,6,1,-9,6,2,-3
O=C(/C=C/c1ccccc1[N+](=O)[O-])N1CCc2ccccc2C1,-3,1.9,-2,17,-3,2,-49,29,15,3
COC(=O)c1ccccc1NC(=O)COC(=O)c1cccnc1,2,-0.1,-29,7,2,2,1,-12,-2,2
O=C(CN(C(=O)c1csnn1)c1ccccc1Cl)NCCc1ccccc1,-8,0.1,-2,-38,1,-4,5,17,2,-8
CN1C2=NCCN2C(=O)c2ccccc21,1,x,-1,10,10,3,-26,-8,-8,16
O=C(Cn1c(SCC(=O)N2CCc3ccccc3C2)nc2ccccc21)NC1CCCC1,3,-1.0,-25,9,-2,2,4,17,2,2
COCCNC(=S)N(c1ccccc1)C(C)C,-1,-0.3,-7,10,-1,0,-20,20,4,-6

Three compounds out of the list, arranged by heavy-atom count, low to high:
Structure,HDAC3 inhib,HIF activator,KLF5 inh,AI-2 QS modul,Platelet DG rel,HSP90 inh,aSyn 5UTR inh,HSF1 activator,HSF1 inhib,IEC-6 cytotox
Nc1cc(S(=O)(=O)O)cc([N+](=O)[O-])c1O,3,-0.8,-8,18,8,-1,-1,5,5,-1
CCCSc1nnc(-c2ccccc2NC(=O)CC)c(=O)[nH]1,x,0.3,-12,15,-2,1,-33,28,-1,-2
CCC(=O)N1CCc2cc(Br)cc(S(=O)(=O)NCCCN(C)Cc3ccccc3)c21,7,0.0,-26,11,0,-2,25,20,2,-1

Assay outcomes: PubChem BioAssay, several laboratories

Compounds as they come; about 5% have a hit in one of these screens.
